Mtb RmlCD inh: blocks M. tuberculosis RmlC and RmlD coupled enzymes; P9WH09+P9WH11; RmlC+RmlD coupled enzyme assay, percent inhibition; primary screen in compound mixtures; inhibition, % at 3.6 µM; 160,000 compounds, 0.03% hits; AID 1533; in the data active means inhibition mostly above about 34%, no sharp cut-off; further: some results filed as inactive read as strong as hits
Target sequence (P9WH09 whole entry, looked up): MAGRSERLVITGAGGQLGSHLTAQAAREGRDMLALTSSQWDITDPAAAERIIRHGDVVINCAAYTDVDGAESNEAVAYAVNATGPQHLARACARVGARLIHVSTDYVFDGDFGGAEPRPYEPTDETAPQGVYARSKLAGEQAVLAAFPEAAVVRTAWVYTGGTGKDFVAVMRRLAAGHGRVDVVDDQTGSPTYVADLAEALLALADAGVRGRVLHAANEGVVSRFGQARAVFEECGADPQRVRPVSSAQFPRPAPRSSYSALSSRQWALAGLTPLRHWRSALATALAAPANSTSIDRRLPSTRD
Target sequence (P9WH11 whole entry, looked up): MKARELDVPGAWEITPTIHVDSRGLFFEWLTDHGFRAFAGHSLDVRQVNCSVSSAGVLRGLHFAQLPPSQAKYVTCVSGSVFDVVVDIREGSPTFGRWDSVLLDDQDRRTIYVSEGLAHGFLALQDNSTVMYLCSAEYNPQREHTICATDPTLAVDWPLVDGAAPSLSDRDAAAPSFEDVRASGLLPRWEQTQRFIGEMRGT
M. tuberculosis GlmU: inhibition of mycobacterial GlmU enzyme – biochemical, glucosamine-1-phosphate acetyltransferase (AID 1376). M. tuberculosis GlmU acetyltransferase enzyme assay; higher % means a stronger effect. inhibition, %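 (tested at 30 µM in the primary screen)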, or IC50 in µM where a hit was titrated. 220,000 compounds, 0.25% hits; in the data active means inhibition above about 13%;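 further: 0% = complete reaction with vehicle and 100% = reaction without substrate; strong numbers were not always called active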
An asterisk follows results filed as active; · = not tested or not shown; & = joins results of further samples.

Every second line gives: Mtb RmlCD inh | M. tuberculosis GlmU
- CNC(=O)c1nnsc1S(=O)(=O)c1ccc(Cl)cc1
 : 1 | 11%
- COc1ccccc1N(C)S(=O)(=O)c1ccc(C(=O)OCC(=O)NCc2ccco2)cc1
 : 19 | 0.1%
- O=c1c2ccccc2sc2nc(C3CCCCC3)n(Cc3ccco3)c(=O)c12
 : 2 | ·
- CC(C)(C)c1cc(CN(CCO)CCO)cc(C(C)(C)C)c1O
 : -4 | -0.4%
- O=c1c(-c2n[nH]c(=S)n2-c2ccccc2)cccn1Cc1cccc(Cl)c1
 : 8 | -5.0%
- C(=N\c1nc2ccccc2n1CCN1CCOCC1)/c1cccs1
 : 17 | 0.1%
- CCOC(=O)C1=C(C)NC(=O)NC1c1ccc2c(c1)OCO2 (stereo unspecified)
 : · | -3.7%
- Nn1c(Cc2cccc3ccccc23)nnc1SCc1ccc(Cl)c(Cl)c1
 : · | 2.2%
- S=C(Nc1ccc(Oc2ccccc2)cc1)NC1CCCCCC1
 : -6 | -2.9%
- Cc1cc(C)cc(NC(=O)C2CC(=O)n3ncnc3N2)c1 (stereo unspecified)
 : 5 | 6.0%
- CCCc1[nH]nc2c1C(c1ccc(OC)cc1OC)C(C#N)=C(N)O2 (stereo unspecified)
 : -7 | 4.6%
- CCOC(=O)C1CCCN(C(=S)NC2CCCCC2)C1 (stereo unspecified)
 : -12 | -0.6%
- Cc1ccc(CNCC(=O)Nc2cccc(S(=O)(=O)NC3=NCCCCC3)c2)cc1
 : 1 | -0.8%
- O=C(COC(=O)CNC(=O)c1ccccc1)Nc1ccc2c(c1)OCO2
 : · | 0.2%
- CC(C)CC1=NN(C(=O)c2cccnc2)C(O)(C(F)(F)F)C1 (stereo unspecified)
 : 3 | 4.4%
- C[N+]12CCC(CC1)C(C#N)(N1CCOCC1)C2 (stereo unspecified)
 : -1 | 2.5%
- CCN1C(=O)/C(=C\N2CCCCCC2)SC1=S
 : -3 | -2.0%
- COc1ccc(/C(C)=N/NS(=O)(=O)c2cc(C)ccc2C)c(OC)c1
 : -4 | 4.1%
- Oc1csc(Cc2nc(-c3ccc4ccccc4c3)cs2)n1
 : · | 8.6%
- O=C(/C=C/c1ccccc1)Nc1cc(S(=O)(=O)N2CCOCC2)ccc1N1CCCC1
 : 2 | 1.0%
- CCCN1CCOC(CC(=O)Nc2ccc([N+](=O)[O-])cc2)C1=O (stereo unspecified)
 : -3 | -7.4%
- CC1(C)CC(=O)C2=C(C1)Nc1ccccc1NC2
 : 6 | 3.3%
- CCCS(=O)(=O)n1nc(-c2ccc(OC)cc2)cc1N
 : 7 | -0.6%
- O=C(Cc1cccc2ccccc12)N/N=C/c1ccc(O)c([N+](=O)[O-])c1
 : -9 | 5.8%
- CCOCC(=O)N1CCN(c2ccccc2OC)CC1
 : 7 | -3.5%
- COc1ccc(N(CC(=O)O)S(=O)(=O)c2ccc(OC)c(OC)c2)cc1
 : · | 2.0%
- O=c1[nH]cnc2ccccc12
 : -8 | 1.4%
- CCC(=O)NC(=S)Nc1ccccc1C(=O)NC1CCCCC1
 : · | 2.0%
- CNC(=O)c1ccc2c(c1)nnn2C
 : -2 | 2.4%
- Cc1ccc(C(=O)/C=C2/NC(=O)CS2)cc1
 : · | 1.8%
- COC(=O)c1ccc(COc2ccccc2/C=N/O)o1
 : 70 | 5.5%
- C/C=C/C=N/Nc1nc(-c2ccc([N+](=O)[O-])cc2)cs1
 : -3 | -2.6%
- COc1cccc(Nc2nc3ccc(OC)cc3s2)c1
 : -13 | -5.2%
- COc1ccc2c(CC(=O)Nc3nnc(C4CC4)s3)coc2c1
 : · | 0.9%
- O=C(CN(Cc1ccc2c(c1)OCO2)C(=O)CNS(=O)(=O)c1ccccc1)NCC1CCCO1 (stereo unspecified)
 : · | -0.2%
- COc1cccc(-c2nnn(CC(C)=O)n2)c1
 : · | 3.3%
- O=C(Oc1cccnc1)c1ccc(Cl)cc1
 : · | -0.8%
- COc1ccccc1NC(=O)c1c(Nc2ccccc2C)sc(C(=O)Nc2cccc(Cl)c2)c1N
 : · | -4.8%
- O=[N+]([O-])c1ccc(Sc2nc3ccccc3o2)c([N+](=O)[O-])c1
 : -8 | 2.1%
- CC1(C)NC(=O)N(CCCCOc2ccccc2[N+](=O)[O-])C1=O
 : 6 | -0.1%
- O=C(Cn1cc([N+](=O)[O-])cn1)Nc1ccc(Cn2cc(Br)cn2)cc1
 : 0 | -0.7%
- CCOC(=O)CSc1nc(-c2cccs2)nc2c1c(=O)n(C)c(=O)n2C
 : · | -1.9%
- Cc1cc(S(=O)(=O)NCc2ccco2)c(C)s1
 : 1 | ·
- COc1ccccc1N(CC(O)Cn1nc(C)cc1C)S(=O)(=O)c1ccccc1 (stereo unspecified)
 : · | 1.5%
- CCOC(=O)N1CCN(C(=O)CCCn2c(=S)[nH]c3ccccc3c2=O)CC1
 : 11 | -1.6%
- Cc1ccc2c(c1)=C/C(=C\c1c(O)[nH]c(=O)[nH]c1=O)C(=O)N=2
 : -9 | 2.8%
- CCCC1=[N+](CC(C)=O)CCn2c(C)ccc21
 : 13 | -0.3%
- CC(/C=C/c1ccc2c(c1)OCO2)=N\NC(=O)c1ccccc1
 : -9 | -3.3%
- Cc1ccc(NC(=S)N(CCCN2CCCC2)Cc2cccn2Cc2ccc(Cl)cc2)cc1Cl
 : -11 | ·
- CCOc1ccc2[nH]c(=O)c(C(c3nnnn3Cc3ccco3)N3CCC(C)CC3)cc2c1 (stereo unspecified)
 : -14 | 1.0%

Next part.
Every second line gives: Mtb RmlCD inh | M. tuberculosis GlmU
- Cc1cccc(Cn2c(Sc3nc(C)cs3)nc3c2c(=O)[nH]c(=O)n3C)c1
 : -10 | 1.9%
- CCc1nnc(NC(=O)c2ccc(COc3ccc(C)cc3)o2)s1
 : · | -4.1%
- CC1CCCN(CCOCCOc2ccc(Br)cc2Cl)C1 (stereo unspecified)
 : 7 | -8.0%
- CCOc1ccc(CCNC(=O)CN(C)S(=O)(=O)c2ccc3c(c2)CCC(=O)N3)cc1OCC
 : · | 7.5%&3.4%
- c1ccc(-n2nnnc2SCc2cccc(CSc3nnnn3-c3ccccc3)n2)cc1
 : · | 0.8%
- CCN(CC)C(=O)C1CCCN(c2ncnc3c2cnn3-c2cccc(C)c2)C1 (stereo unspecified)
 : -5 | -6.7%
- C/C(CC(=O)Nc1ccccn1)=N\NC(=O)Cc1cccc2ccccc12
 : · | -5.1%
- Cc1cc(C)nc(Nc2n[nH]c(COc3ccc(Cl)cc3)n2)n1
 : · | 0.1%
- CCOC(=O)CN(Cc1sccc1C)C(=O)Nc1cccc(OC)c1
 : -16 | 1.8%
- Cc1ccc(OCC(O)CNS(=O)(=O)c2ccccc2C(=O)O)cc1 (stereo unspecified)
 : -9 | 1.6%
- COc1ccc(/C=N/NC(=O)c2ccoc2C)cc1OC
 : 27 | 6.3%
- Cc1c(/C=C/C(=O)c2ccccc2)cnn1C
 : 4 | 0.4%
- COc1cccc(/C=C2\N=C(c3c(-c4ccccc4)noc3C)OC2=O)c1
 : 9 | -4.8%
- Cc1ccc(NC(=O)CN(C)c2ccc(S(=O)(=O)N3CCCC3)cn2)cc1
 : -14 | 1.2%
- COc1ccc2[nH]cc(CCn3ccc(=O)c(C)c3C)c2c1
 : · | -0.3%
- CCOC(=O)c1nnn(-c2nonc2N)c1CNc1ccccc1
 : 10 | -1.9%
- Cc1ccc(Cl)cc1NC(=O)C1CC(=O)Nc2ncnn21 (stereo unspecified)
 : -8 | 2.5%
- C#CCOCCOCCOCCNc1nc(N2CCN(C(=O)[C@H](Cc3cc4ccccc4[nH]3)n3cc([C@@H](N)C(C)CC)nn3)CC2)nc(N2CCN(C(=O)[C@H](CCCCN)n3cc([C@@H](N)CC(C)C)nn3)CC2)n1 (stereo partly specified)
 : · | -12%
- Cc1cc(=O)n2[nH]c(-c3ccc(F)cc3)cc2n1
 : -9 | 4.6%
- O=C(OCc1cc(Cl)ccc1OC(F)F)c1cncc(Br)c1
 : -11 | 2.7%

Next structures follow:
SMILES | Mtb RmlCD inh | M. tuberculosis GlmU
CC1=C(C(=O)Nc2cccnc2)C(c2cccnc2)n2ncnc2N1 (stereo unspecified) | -4 | 4.4%
CCOC(=O)Cn1c(=NC(=O)CN2C(=O)CCC2=O)sc2cc(S(N)(=O)=O)ccc21 | -7 | 9.2%
O=C(Nc1nc(-c2ccc(Cl)s2)cs1)c1cccs1 | -9 | 2.5%
CCOc1ccccc1N1CCN(CC(=O)NCCc2ccc(S(N)(=O)=O)cc2)CC1 | 27 | -4.3%
Cc1nn(Cc2ccc(Cl)cc2Cl)c(C)c1NC(=O)Cn1nc([N+](=O)[O-])c(Cl)c1C | 10 | -1.2%
N#CCCN(Cc1cccnc1)C(=O)Nc1ccc(Cl)c(Cl)c1 | · | 2.3%
CCOC(=O)c1c(NC(=O)c2ccco2)n(C2CCCCC2)c2nc3ccccc3nc12 | 1 | 5.2%
CC1(C)OC(=O)C(C(c2ccccc2)C(C#N)C(N)=O)=C(O)O1 (stereo unspecified) | · | 0.5%
O=C(Cn1cc2c(n1)CCCC2)NCCc1ccccc1 | 5 | 0.9%
CCOC(=O)N1CCN(C2=Nc3cccc4cccc2c34)CC1 | · | 3.6%
COC(=O)c1nc2n(n1)C(c1ccc(OC)c(OC)c1OC)C1=C(CCCC1=O)N2 (stereo unspecified) | 2 | 2.1%
COc1ccccc1CN1CCNC(=O)C1CC(=O)NCc1c(C)n[nH]c1C (stereo unspecified) | -8 | 1.9%
CSCC[C@@H](C(=O)NCc1cccs1)N1Cc2ccccc2C1=O | · | -2.1%
Cc1ccc(NC(=O)CCn2cccc2)cc1F | -7 | -2.6%
CCS(=O)(=O)N1CCN(C(=O)COc2ccc(-c3ccccc3)cc2)CC1 | 2 | 1.9%
COc1cccc(C(=O)NC(=S)Nc2ccc(N3CCCC3)cc2)c1 | 59 | 3.7%
CCSc1nnc(-c2cc(Br)ccc2N=Cc2c(C)[nH]n(-c3ccccc3)c2=O)c(=O)[nH]1 | 8 | 1.7%
O=C1NC(O)(c2ccccc2)Oc2ccccc21 (stereo unspecified) | · | 4.2%
O=C(/C=C/c1ccc(Cl)cc1)N(Cc1cccs1)C1CCS(=O)(=O)C1 (stereo unspecified) | -11 | 0.6%
Cc1[nH][nH]c(=O)c1C(c1ccccc1[N+](=O)[O-])C(C#N)C#N (stereo unspecified) | -2 | -2.6%
CCN(CC)CCOC(=O)c1ccc(NC(=O)/C=C/c2cccs2)cc1 | -13 | -1.3%
O=c1cc(CSc2ccccc2)nc(-c2ccccc2)[nH]1 | 7 | -1.3%
O=C(NCCO)/C(=C\c1cccs1)NC(=O)c1cccs1 | · | 2.9%
CC(C)OCCCNC(=O)CCSc1ccc(Cl)cc1 | · | -2.6%
CCOC(=O)NN1C(=O)c2ccccc2NC1c1ccccc1F (stereo unspecified) | 5 | -2.6%
COc1ccc(S(=O)(=O)N(C)CC(=O)Nc2ccccc2C(F)(F)F)cc1OC | · | -1.1%
O=C(CCl)Nc1cc(S(=O)(=O)N2CCOCC2)ccc1N1CCOCC1 | -9 | 1.0%
O=S(=O)(Nc1ccc2c(c1)OCCO2)c1ccc(Br)s1 | 9 | -2.9%
CCOC(=O)C1=NNC2(c3ccc(Cl)cc3)C(=O)N(c3cc(C)cc(C)c3)C(=O)C12 (stereo unspecified) | 12 | -0.3%
CC(=O)Nc1ccc2[nH]c3ccccc3c2c1 | · | -2.0%
C=CCNC(=O)c1cc2c(=O)c3ccccc3oc2nc1C | 1 | -2.9%
Cc1occc1C(=O)NNC(=O)c1ccccc1C(=O)O | · | -0.3%
CC1C2=C(CC(C)(C)CC2=O)NC2=C1C(=O)CC(C)(C)C2 | 11 | -3.0%
COC(=O)c1ccccc1N=Nc1c(C)[nH][nH]c1=O | -11 | -5.2%
C=CCN(CC=C)S(=O)(=O)c1ccc(F)cc1 | -1 | 1.8%
Nc1c(C(=O)NCCc2ccccc2)c2nc3ccccc3nc2n1CCN1CCOCC1 | -10 | 2.5%
COc1cc(C(=O)O)nc(OC)n1 | 2 | -1.3%
CCOCCCNC(=S)NCCCNc1nc2cc3c(cc2cc1C#N)OCO3 | 7 | 6.5%
Fc1ccc(CSc2nc3ncccc3[nH]2)cc1 | · | 8.4%
Cn1cc(/C=N\NC(=O)c2cccs2)c2ccccc21 | -5 | 2.7%
Cc1ccccc1OCC(=O)Nc1ccc(N2CCN(S(C)(=O)=O)CC2)cc1 | 29 | -9.0%
CCC(C)NCCOCCOc1ccc(C)cc1Br (stereo unspecified) | · | -2.0%
Cn1c(=O)[nH]c(=O)c2c1nc(N1CCCCC1)n2CCCSc1nnnn1-c1ccccc1 | 2 | 4.2%
CCOC(=O)C1CCN(C(=S)Nc2ccc(CC)cc2)CC1 | -4 | 4.5%
OC1CCNC(=S)N1c1ccccc1 (stereo unspecified) | 3 | 3.2%
O=C(NNc1c2ccccc2nc2ccccc12)c1cccc(O)c1 | 10 | -14%
Cc1cc2nn(-c3cccc4ccccc34)nc2cc1NC(=O)c1cccs1 | · | 7.5%
O=C(NCc1cccnc1)C1CC(c2ccc(F)cc2)=NO1 (stereo unspecified) | · | 4.2%
CCc1cccc(C)c1NC(=O)N(C)C1CCCCC1 | -4 | -1.5%

Source: PubChem

This is a subset; count on the stated rates, not on these rows.
